Compound activity: PubChem, The Scripps Research Institute Molecular Screening Center
UHRF1 MBD2 ctr: human UHRF1 methylated DNA binding inhibitors; inhibition, % at 4.4 µM; hit rate 0.75% among 370,000; UHRF1 binding to methylated oligo, TR-FRET; Q96T88; in the data active means inhibition above about 21%;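 further: UHRF1 SRA domain binding a hemimethylated CpG hairpin DNA probe; 0% = median of test compound wells and 100% = reference inhibitor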
ADAM17 inh: inhibitors of human ADAM17; P78536; recombinant ADAM17, EDANS/DABCYL FRET peptide cleavage; inhibition, % at 6.95 µM; hit rate 0.83% among 370,000;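 active means inhibition above the mean of compounds lying between control limits plus 3 SD, set per campaign, cut at about 8.5% in these data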;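 further: 0% = DMSO-only wells as the low control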
proKLK7 act: activates the human kallikrein-7 zymogen | P49862 | purified proKLK7, EDANS-DABCYL substrate fluorescence; 100% is mature enzyme control, 0% vehicle | activation, % at 7 µM | hit rate 0.9% among 370,000 | AID 652039;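 active means activation above the mean of all tested compounds plus 3 SD, computed per campaign excluding outliers beyond control limits, cut at about 13% in these data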
DDE Tn6 FP inh: DD(E)-Tn6 binding inhibition, primary FP screen | inhibition, % at 8.3 µM | hit rate 0.21% among 370,000 | P02675 | Fibrin DD(E) TRITC-Tn6 fluorescence polarization displacement;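 active means inhibition above a per-campaign cutoff: mean of compounds within control limits plus 3 SD, cut at about 15% in these data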;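 further: 0% = median of all compound wells on the plate and 100% = blocking peptide control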
ARFGAP1 inhibitor: inhibitors of rat ARFGAP1. Arfgap1-stimulated ARF1 GTP hydrolysis, GDP FP detection. inhibition, % at 16.5 µM. hit rate 0.26% among 360,000. AID 651572;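 active means inhibition above a per-plate limit, mean inhibition of low control wells plus 3 SD, cut at about 25% in these data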;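 further: 0% = DMSO wells with enzyme and 100% = wells lacking Arfgap1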
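Material – truncated rat Arfgap1 GAP domain · Buffer or medium – HEPES-based buffer, pH 7.5 · Reagent – human ARF1(Δ1-17)-GTP substrate · Dosing – 16.5 µM single point, 1.26% DMSO · Schedule – GTP hydrolysis reaction 2 h at 25 °C · Technique – GDP detection by fluorescence polarization · Benchmarks – No-Arfgap1 wells (100%) versus DMSO full-reaction wells (0%) · Repeats – single replicate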
DDE Tn7 FP inh: disrupts Tn7 cyclic peptide binding to fibrin D-Dimer-E complex | inhibition, % at 8.3 µM | hit rate 0.13% among 370,000 | P02675 | FP displacement of FITC-Tn7 peptide from fibrin DD(E); 0% = median of compound wells per plate | AID 720508;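 active means inhibition above the mean of compounds falling within the control limits plus 3 SD of them, cut at about 14% in these data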;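 further: 0% = plate median of compound wells and 100% = 10 µM Aha-Tn7 peptide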
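Also added: labelled Tn7 tracer, 0.1 µM; Assay system: human fibrin DD(E) protein; Amount: 2 µM fibrin DD(E); Schedule: 10 min compound pre-incubation, 3 h probe incubation at room temperature; Repeats: one replicate per compound; Read-out basis: percent inhibition; Measured by: fluorescence polarization of the labelled Tn7 tracer.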
MBD2 inh: blocks human MBD2 binding to methylated DNA | AID 686964 | inhibition, % at 4.4 µM | hit rate 0.31% among 370,000 | TR-FRET, MBD2 binding to methylated oligonucleotide | Q9UBB5; in the data active means inhibition above about 13%
PLC-beta3 inh: inhibitors of human phospholipase C beta3. Q01970. Purified PLC-beta3, fluorogenic substrate, fluorescence. inhibition, % at 12.2 µM. hit rate 0.18% among 370,000; in the data active means inhibition above about 11%;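 further: 0% = median of compound wells on plate and 100% = full blocker control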
PLCg1 inh: blocks human PLC-gamma1 enzyme activity. AID 720700. hit rate 0.84% among 370,000. P19174. purified PLC-gamma1, fluorogenic substrate, fluorescence. inhibition, % at 12.2 µM; in the data active means inhibition above about 9.5%
Target sequence (P19174 whole entry, looked up): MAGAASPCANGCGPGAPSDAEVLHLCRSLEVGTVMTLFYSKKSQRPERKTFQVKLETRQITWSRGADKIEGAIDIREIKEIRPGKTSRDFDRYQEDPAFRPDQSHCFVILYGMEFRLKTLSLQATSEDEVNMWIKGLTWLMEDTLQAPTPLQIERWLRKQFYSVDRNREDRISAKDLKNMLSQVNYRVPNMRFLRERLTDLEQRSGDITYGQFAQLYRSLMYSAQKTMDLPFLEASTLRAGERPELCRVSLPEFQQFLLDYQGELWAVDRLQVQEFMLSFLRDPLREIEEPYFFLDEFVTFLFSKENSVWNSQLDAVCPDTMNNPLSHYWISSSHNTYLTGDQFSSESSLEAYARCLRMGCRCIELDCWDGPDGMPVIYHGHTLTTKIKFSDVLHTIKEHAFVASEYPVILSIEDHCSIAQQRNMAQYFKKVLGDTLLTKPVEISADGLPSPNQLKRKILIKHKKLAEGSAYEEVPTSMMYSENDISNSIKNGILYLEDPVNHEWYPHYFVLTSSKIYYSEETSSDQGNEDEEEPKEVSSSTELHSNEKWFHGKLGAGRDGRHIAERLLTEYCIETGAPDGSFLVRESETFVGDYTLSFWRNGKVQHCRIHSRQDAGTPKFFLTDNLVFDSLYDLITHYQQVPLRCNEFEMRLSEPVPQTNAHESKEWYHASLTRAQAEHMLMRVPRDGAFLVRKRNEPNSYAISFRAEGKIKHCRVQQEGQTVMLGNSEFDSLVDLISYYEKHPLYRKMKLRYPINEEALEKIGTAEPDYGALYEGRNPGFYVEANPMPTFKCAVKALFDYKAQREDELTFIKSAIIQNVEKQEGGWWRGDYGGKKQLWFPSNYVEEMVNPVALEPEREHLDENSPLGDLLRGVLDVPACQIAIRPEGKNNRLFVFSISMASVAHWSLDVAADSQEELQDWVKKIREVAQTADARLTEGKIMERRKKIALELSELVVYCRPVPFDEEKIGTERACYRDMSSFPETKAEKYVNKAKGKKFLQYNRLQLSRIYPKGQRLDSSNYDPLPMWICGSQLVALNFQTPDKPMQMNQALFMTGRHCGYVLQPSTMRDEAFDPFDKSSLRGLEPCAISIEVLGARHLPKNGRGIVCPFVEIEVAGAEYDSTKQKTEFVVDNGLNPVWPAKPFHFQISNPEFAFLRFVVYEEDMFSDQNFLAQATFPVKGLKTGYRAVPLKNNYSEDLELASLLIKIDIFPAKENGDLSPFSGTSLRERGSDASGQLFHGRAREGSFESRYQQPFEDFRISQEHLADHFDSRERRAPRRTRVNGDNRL
ASAP1 inh: blocks human ASAP1-stimulated Arf1 GTP hydrolysis; GDP FP detection; inhibition, % at 16.5 µM; hit rate 0.19% among 360,000; Q9ULH1; in the data active means inhibition above about 25%;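 further: 0% = vehicle with enzyme and substrate and 100% = no enzyme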
* hit, by the source's call; i = inactive.

#1 Cc1ccc2[nH]c(C(=O)N3CCN(C=O)CC3)cc2c1
#2 COc1ccc(C)cc1NC(=O)Cn1c(=O)oc2ccccc21
#3 Cc1ccc(C)c(C(=O)CCC(=O)Nc2ccc(N3CCN(C)CC3)cc2C)c1
#4 O=S(=O)(Nc1ncnc2sc3c(c12)CCC3)c1ccc2ccccc2c1
#5 Cc1cccc(-c2n[nH]c(=S)n2C)c1
#6 CC1CNC(=S)N(c2ccccc2)C1=O (configuration not stated)
#7 Cc1ccc(OCCN2CCN(CC(O)Cn3c4ccccc4c4ccccc43)CC2)cc1 (configuration not stated)
#8 COc1cccc(C(=O)C2CCCN(CC3=Cc4cc(OC)ccc4OC3)C2)c1 (configuration not stated)
#9 Clc1ccc(CNC2CCCC2)cc1
#10 CCOC(=O)[C@]12CCCC=C1N(CCC1=CCCCC1)C(=O)[C@H](CC(=O)N1CCCCC1)C2
compound no. | 1 | 2 | 3 | 4 | 5 | 6 | 7 | 8 | 9 | 10
UHRF1 MBD2 ctr | -1 | -3 | 4 | -1 | 2 | 4 | 5 | 0 | -3 | -2
ADAM17 inh | -2 | -2 | -1 | -3 | -3 | -5 | -1 | -2 | -2 | 0
proKLK7 act | 0.3 | 0.7 | -1.2 | 0.7 | 0.3 | -0.1 | 0.2 | 1.5 | -0.1 | 1.0
DDE Tn6 FP inh | 0 | -2 | -3 | -4 | -1 | -1 | 9 | 5 | 4 | -1
ARFGAP1 inhibitor | -3 | 12 | -17 | -18 | -4 | 11 | 9 | -2 | -10 | 4
DDE Tn7 FP inh | 5 | -3 | 8 | -4 | 3 | -1 | 8 | 3 | -8 | 3
MBD2 inh | -8 | -1 | -7 | -4 | -3 | 0 | 2 | 4 | -3 | -5
PLC-beta3 inh | -14 | -7 | -11 | -18 | 2 | 4 | -7 | -13 | 3 | 6
PLCg1 inh | 0 | 1 | -4 | -16 | -1 | 7 | -4 | -8 | 1 | 2
ASAP1 inh | -11 | 3 | 1 | 0 | -2 | -7 | 15 | -3 | -3 | -1

#11 CN(CC(=O)NCCc1ccc(S(N)(=O)=O)cc1)CC(=O)Nc1ccc(Cl)cc1
#12 Cc1cc(=O)c2ccc(Cl)cc2[nH]1
#13 CCCC/S(CC1CC1(Cl)Cl)=N\S(=O)(=O)c1ccc(C)cc1 (configuration not stated)
#14 Cc1noc(C)c1COc1ccccc1C(=O)N1CCN(S(=O)(=O)c2ccccc2C(F)(F)F)CC1
#15 O=C(Cc1ccc(Br)cc1)N1CCOCC1
#16 CC(C)Nc1ccc(C(CC(N)=O)NC(=O)c2ccccc2)cc1[N+](=O)[O-] (configuration not stated)
#17 Cc1ccc(NC(=O)C2CCCN(S(=O)(=O)c3cnc[nH]3)C2)cc1F (configuration not stated)
#18 COc1ccc(C(=O)Nc2cccc(C(C)=O)c2)cc1S(=O)(=O)N1CCOCC1
#19 Cc1noc(C)c1C(=O)Nc1cccc(S(=O)(=O)N2CCCCC2)c1
#20 CC(C)Nc1nnc(SC(C)C(=O)NCc2ccc3c(c2)OCO3)s1 (configuration not stated)
compound no. | 11 | 12 | 13 | 14 | 15 | 16 | 17 | 18 | 19 | 20
UHRF1 MBD2 ctr | 1 | 1 | 1 | 4 | 2 | -8 | 2 | -1 | 4 | 0
ADAM17 inh | 1 | -3 | -5 | -2 | -2 | -2 | -1 | -5 | -7 | -1
proKLK7 act | 0.5 | -0.1 | -0.1 | 0.4 | -0.1 | 0.0 | -0.9 | 0.4 | -0.5 | 0.5
DDE Tn6 FP inh | 3 | 4 | 7 | 3 | -4 | 2 | -3 | 1 | -4 | -4
ARFGAP1 inhibitor | -13 | 9 | -4 | 14 | 2 | -2 | 21 | 3 | -4 | -10
DDE Tn7 FP inh | 9 | 7 | 0 | 2 | -6 | 5 | 4 | -1 | 5 | 2
MBD2 inh | 1 | -2 | -3 | -1 | -3 | -13 | 0 | 2 | 9 | 2
PLC-beta3 inh | -1 | -1 | 2 | 0 | 2 | -1 | 3 | -5 | -4 | 1
PLCg1 inh | 0 | -3 | -1 | 0 | -1 | 3 | 2 | 4 | 7 | 1
ASAP1 inh | -16 | 0 | -10 | -2 | 15 | -2 | -18 | -5 | -10 | 1

#21 CC(C)C[C@H]1CNC(=S)N1C[C@H]1CCCN1C[C@H](Cc1ccc(O)cc1)N1C[C@H](Cc2ccccc2)N(CCc2ccccc2)C1=S
#22 O=C(/C=C/c1cc(Br)ccc1F)OCC(=O)N1CCOCC1
#23 CCCCC(=O)N1CC(=O)Nc2ccc(F)cc2C1c1ccc(F)cc1 (configuration not stated)
#24 CC(=O)c1sc(Nc2cccc3ccccc23)nc1C
#25 COc1ccc(C(=O)CCC(=O)NCCc2c[nH]c3ccccc23)cc1OC
#26 ON1C2CCCCC2N(O)C1c1ccccc1C(F)(F)F (configuration not stated)
#27 Cn1c(-c2cnn(-c3ccccc3)c2-n2cccc2)n[nH]c1=S
#28 O=[N+]([O-])c1ccc(/C=N/n2cn[nH]c2=S)cc1
#29 O=C(NCc1cccc(Cl)c1)C1Cc2c(-c3ccccc3)ccnc2O1 (configuration not stated)
#30 COc1ccc(C(CC(=O)Nc2ccccn2)N2Cc3ccccc3C2=O)cc1 (configuration not stated)
compound no. | 21 | 22 | 23 | 24 | 25 | 26 | 27 | 28 | 29 | 30
UHRF1 MBD2 ctr | -5 | -2 | -2 | 5 | 1 | -1 | -1 | -1 | 0 | -1
ADAM17 inh | 1 | -4 | -5 | -4 | 3 | -4 | 0 | -4 | -2 | -1
proKLK7 act | 0.5 | -0.5 | -0.1 | -0.2 | 0.7 | -0.2 | 0.0 | 0.3 | 0.2 | 0.2
DDE Tn6 FP inh | 0 | 9 | -1 | -1 | -1 | 2 | -2 | 2 | 2 | 4
ARFGAP1 inhibitor | 7 | 4 | -10 | 14 | 6 | -9 | 3 | 4 | 0 | 9
DDE Tn7 FP inh | -7 | 5 | 4 | 0 | -2 | 2 | -4 | 6 | -9 | 5
MBD2 inh | 0 | -2 | 2 | 2 | 0 | -5 | -4 | -3 | 5 | 3
PLC-beta3 inh | 0 | -3 | -5 | -61 | -7 | 2 | 0 | 2 | -2 | -3
PLCg1 inh | -1 | -1 | -2 | -36 | 1 | -3 | -6 | 1 | -2 | -9
ASAP1 inh | 18 | 6 | 1 | 4 | 5 | -2 | 2 | 6 | -6 | 1

Five of the compounds above, with values under each structure.
Values run as follows: UHRF1 MBD2 ctr	ADAM17 inh	proKLK7 act	DDE Tn6 FP inh	ARFGAP1 inhibitor	DDE Tn7 FP inh	MBD2 inh	PLC-beta3 inh	PLCg1 inh	ASAP1 inh
24	CC(=O)c1sc(Nc2cccc3ccccc23)nc1C
 : 5	-4	-0.2	-1	14	0	2	-61	-36	4
25	COc1ccc(C(=O)CCC(=O)NCCc2c[nH]c3ccccc23)cc1OC
 : 1	3	0.7	-1	6	-2	0	-7	1	5
26	ON1C2CCCCC2N(O)C1c1ccccc1C(F)(F)F (configuration not stated)
 : -1	-4	-0.2	2	-9	2	-5	2	-3	-2
27	Cn1c(-c2cnn(-c3ccccc3)c2-n2cccc2)n[nH]c1=S
 : -1	0	0.0	-2	3	-4	-4	0	-6	2
28	O=[N+]([O-])c1ccc(/C=N/n2cn[nH]c2=S)cc1
 : -1	-4	0.3	2	4	6	-3	2	1	6

Fetched by compound from above, 2 records:
#26 ON1C2CCCCC2N(O)C1c1ccccc1C(F)(F)F (configuration not stated)
#29 O=C(NCc1cccc(Cl)c1)C1Cc2c(-c3ccccc3)ccnc2O1 (configuration not stated)
compound no. | 26 | 29
UHRF1 MBD2 ctr | -1 | 0
ADAM17 inh | -4 | -2
proKLK7 act | -0.2 | 0.2
DDE Tn6 FP inh | 2 | 2
ARFGAP1 inhibitor | -9 | 0
DDE Tn7 FP inh | 2 | -9
MBD2 inh | -5 | 5
PLC-beta3 inh | 2 | -2
PLCg1 inh | -3 | -2
ASAP1 inh | -2 | -6

(more compounds)
#31 CCC1(c2ccc(F)cc2)NC(=O)N(CC(=O)N2CCN(C(=O)c3ccco3)CC2)C1=O (configuration not stated)
#32 COc1ccc(-n2c(-c3ccc(Br)cc3)c[n+]3c2CCC3)cc1
#33 CCN(CC)C(=O)CSc1nc2sc(C)c(C)c2c(=O)[nH]1
#34 CN(C)CCCn1c(N)c(C#N)c2nc(C#N)c(C#N)nc21
#35 COc1ccc(C(=O)NC2CC3CCCC(C2)N3Cc2ccccc2)cc1OC (configuration not stated)
#36 O=C(NCC1CCCO1)C1CCC(=O)N1Cc1ccccc1Cl (configuration not stated)
#37 Cc1nnc(NC(=O)CSc2nccn2Cc2ccccc2)s1
#38 CCOC(=O)c1ccc(NC(=O)c2nc[nH]c2C(=O)N(CC)CC)cc1
#39 CCc1ccc(CNC(=O)C2CCCN(c3nn4c(=O)cc(C)nc4s3)C2)cc1 (configuration not stated)
#40 N#CN/C(=N\S(=O)(=O)c1ccccc1)c1ccccc1
compound no. | 31 | 32 | 33 | 34 | 35 | 36 | 37 | 38 | 39 | 40
UHRF1 MBD2 ctr | -1 | -1 | 1 | -6 | 0 | -2 | 0 | -1 | -1 | -1
ADAM17 inh | 0 | -1 | -5 | -432 | 1 | -2 | 0 | -1 | -1 | 0
proKLK7 act | -0.4 | -0.4 | -0.1 | 79* | -0.5 | -0.4 | -0.1 | -0.5 | 0.9 | -0.3
DDE Tn6 FP inh | -6 | -4 | -9 | 16* | 1 | 4 | 0 | 2 | -3 | 6
ARFGAP1 inhibitor | 0 | 3 | 8 | -5 | -1 | 3 | 10 | -10 | -5 | 14
DDE Tn7 FP inh | 1 | -6 | -4 | -5 | -5 | 9 | 0 | 1 | -8 | -1
MBD2 inh | -2 | 2 | 2 | -7 | 1 | -2 | 1 | 4 | -2 | -1
PLC-beta3 inh | 1 | 2 | -3 | i | -4 | 1 | -5 | 5 | 1 | -9
PLCg1 inh | 1 | -3 | 2 | i | 6 | 2 | 4 | 2 | 0 | 0
ASAP1 inh | -8 | -7 | -10 | 0 | 1 | 19 | -12 | 16 | -10 | -4

#41 COCCCN1C(=O)C(CC(=O)NCc2cccc3ccccc23)CC(C(=O)N2CCCCCC2)=C1C (configuration not stated)
#42 COc1ccc(S(=O)(=O)NCCC(=O)NC2CCCCCCC2)cc1
#43 Cc1cccc(NC(=O)c2cccc(S(=O)(=O)N3CCc4ccccc4C3)c2)n1
#44 CC(=O)c1ccc(OCCCC(=O)NCCc2ccc(C(F)(F)F)cc2)cc1
compound no. | 41 | 42 | 43 | 44
UHRF1 MBD2 ctr | -1 | -3 | 1 | 3
ADAM17 inh | 0 | 0 | -1 | 1
proKLK7 act | -0.3 | 0.2 | 0.0 | 0.5
DDE Tn6 FP inh | 0 | 2 | 3 | -2
ARFGAP1 inhibitor | -4 | -8 | -7 | 13
DDE Tn7 FP inh | -5 | 0 | -3 | 8
MBD2 inh | -3 | -2 | -5 | 3
PLC-beta3 inh | 2 | 6 | 3 | -3
PLCg1 inh | 4 | 3 | 4 | 3
ASAP1 inh | 1 | 2 | 2 | -1
